CHRM1 PAM – potentiates human M1 receptor response to acetylcholine | P11229 | CHO-K1 hM1, Fluo-8 calcium fluorescence, ACh EC20; 0% = ACh EC20, 100% = maximal ACh | activation, % at 3 µM | 0.088% of 360,000 active | AID 588819; in the data active = activation above about 19%, passing the limit was not always enough
CHRM1 agonist – activates human CHRM1 receptor; activation, % at 3 µM; 0.33% of 360,000 active; AID 588814; CHO-K1 hM1, Fluo-8 calcium fluorescence, agonist mode; 0% DMSO, 100% acetylcholine EC100;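 active = activation above the run's mean compound activation plus 3 SD, cut at about 16% in these data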;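 also: peak over basal fluorescence ratio within a 140 s kinetic read after compound addition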
M5 antag – CHRM5 antagonism in calcium assay. 0.59% of 360,000 active. P08912. inhibition, % at 3 µM. CHO-hM5 cells, Fluo-8 calcium fluorescence, ACh EC80;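 active = inhibition above a per-plate cutoff, the mean of that plate's test compounds plus 3 SD, cut at about 27% in these data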;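 also: 0% = acetylcholine EC80 with DMSO and 100% = DMSO without agonist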
Target sequence (P08912 whole entry, looked up): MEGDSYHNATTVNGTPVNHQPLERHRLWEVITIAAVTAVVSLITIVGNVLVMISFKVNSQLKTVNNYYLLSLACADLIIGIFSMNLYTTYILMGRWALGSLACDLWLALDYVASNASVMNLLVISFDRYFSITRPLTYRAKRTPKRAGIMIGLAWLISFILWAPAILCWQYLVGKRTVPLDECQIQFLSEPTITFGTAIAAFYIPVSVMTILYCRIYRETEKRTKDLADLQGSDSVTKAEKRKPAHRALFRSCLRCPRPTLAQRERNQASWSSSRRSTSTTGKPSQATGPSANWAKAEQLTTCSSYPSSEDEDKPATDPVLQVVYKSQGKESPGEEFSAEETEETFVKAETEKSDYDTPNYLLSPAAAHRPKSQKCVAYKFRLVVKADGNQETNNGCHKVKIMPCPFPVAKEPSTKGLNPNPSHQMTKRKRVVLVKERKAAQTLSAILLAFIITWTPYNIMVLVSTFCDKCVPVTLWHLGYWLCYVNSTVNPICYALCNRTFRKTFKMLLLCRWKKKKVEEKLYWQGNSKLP
TAAR1 agonist – human TAAR1 agonism | Q96RJ0 | CHO RD-HGA16 TAAR1, Fluo-8 calcium fluorescence; vehicle wells 0%, saturating PEA agonist 100% | activation, % at 3 µM | 0.99% of 360,000 active | AID 624467;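 active = activation above the mean activation of all test compounds in the run plus 3 SD, cut at about 38% in these data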
Target sequence (Q96RJ0 whole entry, looked up): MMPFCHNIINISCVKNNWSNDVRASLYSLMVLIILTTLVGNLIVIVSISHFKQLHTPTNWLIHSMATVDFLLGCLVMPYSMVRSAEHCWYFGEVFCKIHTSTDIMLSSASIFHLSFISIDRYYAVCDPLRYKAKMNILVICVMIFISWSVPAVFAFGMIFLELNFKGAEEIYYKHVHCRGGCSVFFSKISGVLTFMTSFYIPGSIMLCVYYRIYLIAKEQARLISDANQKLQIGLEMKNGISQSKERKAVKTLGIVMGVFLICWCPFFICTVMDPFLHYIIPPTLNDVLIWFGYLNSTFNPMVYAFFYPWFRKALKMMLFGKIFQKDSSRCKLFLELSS
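Test system: RD-HGA16 (CHO) cells co-expressing Gα16 and hTAAR1; dosing: one-point dosing at 3 µM (nominal); timing: 17-24 h seeding, 75 min 37 °C dye, 30 min RT; signal: kinetic Fluo-8 calcium fluorescence; read-out basis: % activation relative to PEA EC100 response; controls: DMSO and PEA EC100; replicates: n 1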
CHRM4 antagonist – CHRM4 antagonism in calcium assay | CHO-hM4 cells, ACh EC80, Fluo-8 calcium fluorescence | inhibition, % at 3 µM | 0.73% of 360,000 active | AID 624125;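 active = inhibition above its plate's cutoff, the mean inhibition of sample wells plus 3 SD, cut at about 27% in these data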;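 also: 0% = acetylcholine EC80 with DMSO and 100% = DMSO without agonist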
CHRM5 agonist – CHRM5 agonism in calcium assay; P08912; CHO-K1 hM5 cells, Fluo-8 calcium fluorescence; 0% DMSO wells, 100% maximal acetylcholine response; activation, % at 3 µM; 0.19% of 360,000 active; AID 624037;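 active = activation above the run's mean over test compounds plus 3 SD, cut at about 23% in these data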;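 also: signal is peak over basal fluorescence ratio across the kinetic read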
M4 ag – CHRM4 agonism in calcium assay; P08173; CHO-K1 hM4/Gqi5, Fluo-8 calcium fluorescence; vehicle 0%, full acetylcholine response 100%; activation, % at 3 µM; 0.14% of 360,000 active; AID 624127;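 active = activation above the run mean over all test wells plus 3 SD, cut at about 32% in these data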;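 also: peak over basal fluorescence ratio per well then scaled between controls; 0% = DMSO wells and 100% = acetylcholine at EC100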
M5 PAM – potentiates acetylcholine response at human M5 receptor; P08912; CHO-K1 hM5, Fluo-8 calcium, ACh EC20 PAM; 0% = ACh EC20, 100% = ACh EC100; activation, % at 3 µM; 0.3% of 360,000 active;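 active = activation above the run cutoff, the mean activation of all test compounds plus 3 SD, cut at about 18% in these data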
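Assay system: CHO-K1 hM5 cells / Incubation: Fluo-8 loading 80 min at 37 °C plus 30 min room temperature / Technique: Fluo-8 calcium dye fluorescence, kinetic read / Repeats: single replicate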
M1 antag – human CHRM1 antagonism | P11229 | CHO-K1 hM1, Fluo-8 calcium fluorescence, ACh EC80 antagonist | inhibition, % at 3 µM | 1.3% of 360,000 active | AID 588852;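 active = percent inhibition above its own plate's cutoff, namely the mean of that plate's compound wells plus 3 SD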;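 also: peak over basal fluorescence ratio during 140 s after agonist addition; 0% = ACh EC80 plus DMSO and 100% = DMSO alone without agonist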
Starred values were filed as active, the others as inactive; nt = not tested or not shown; & = joins results of further samples. Some of the compounds tested, so the mix of outcomes need not match the whole.

cpd	smiles	CHRM1 PAM	CHRM1 agonist	M5 antag	TAAR1 agonist	CHRM4 antagonist	CHRM5 agonist	M4 ag	M5 PAM	M1 antag
1	CCCNC(=O)C(Cc1ccccc1F)NC(=O)c1ccccn1 (stereo unspecified)	11	-4	-2	2	0	3	1	10	-5
2	Cc1ccccc1N(C(=O)CS(=O)CC(=O)Nc1ccc(F)cc1)C(C)C(=O)NC(C)(C)C (stereo unspecified)	-4	-8	12	4	4	0	3	1	6
3	FCCCOc1ccc(-c2nccc(-c3ccc(F)cc3)n2)cc1	1	-4	0	6	-6	-6	1	3	-11
4	COC(=O)[C@@]1(Cc2ccc(F)cc2)[C@H]2c3cc(C(=O)N4CCCC4)n(C[C@H](O)CO)c3C[C@H]2CN1C(=O)c1ccccc1	nt	nt	-16	1	-7	3	1	12	nt
5	COc1ccccc1OCc1cc(C(=O)N2CCN(C)C(c3ccccc3)C2)no1 (stereo unspecified)	-3	-1	15	4	6	-2	11	-6	-4
6	CC(C)OC(=O)Cn1cnc2ccc(Br)cc2c1=O	5	-3	4	17	2	-5	1	-1	-1
7	COc1ccc(C(=O)/C=C/Nc2c(C)n(C)n(-c3ccccc3)c2=O)c(OC)c1	2	-4	7	4	-3	-2	0	1	2
8	Cn1c(Cl)c(/C=N/OC(=O)c2ccccc2Cl)c2ccccc21	1	-4	0	-1	-1	-6	-1	-6	-4
9	COc1nnc(-c2ccc(N3CCOCC3)c(NC(=O)c3ccccc3)c2)c2ccccc12	4	-4	-3	2	1	-4	0	-4	-7
10	COC(=O)c1ccc2c(c1)S(=O)(=O)NC(=NCc1ccco1)S2	4	-2	-5	7	-7	0	2	0	1
11	CC(O)(c1cccc(F)c1)c1nc(-c2cncnc2)cs1 (stereo unspecified)	4	-1	-2	nt	5	0	0	0	-11
12	CCCCOc1ccccc1C1NC(=O)NC(C)=C1C(=O)OCCOC (stereo unspecified)	2	-5	5	6	-5	-1	0	-6	0
13	COc1cc(NCC(=O)Nc2cccc(S(=O)(=O)N3CCCCC3)c2)cc(OC)c1OC	4	-3	11	3	-4	3	-1	-4	5
14	C/C(N)=C(/C#N)C(=O)CSc1nnc(-c2ccc(OC(F)F)cc2)o1	19&-4	4&0	1&1	4&10	-22&7	-1&5	9&8	-3&-1	-8&-7
15	COc1ccc(NC(=O)/C(=C\c2cccnc2)NC(=O)c2cccs2)cc1	3	-6	1	-1	2	-2	0	-1	-8
16	COCc1c(C(=O)N2CCN(Cc3nc4ccccc4s3)CC2)oc2ccccc12	12	-3	2	19	-16	0	6	-5	-16
17	COc1ccc(C(C)=O)c2c1OCCO2	9	-2	0	13	0	3	1	4	-29
18	CN1OC[C@@H]2CN[C@H](c3ccc(-c4ccccc4)cc3)C[C@@H]21	8	3	4	1	-13	-2	2	-4	-14
19	COc1nc(Nc2ccc(O)cc2)nc(OC(C(F)(F)F)C(F)(F)F)n1	10	-6	-15	10	5	-1	-2	6	-10
20	Cc1csc(NC(=O)CCC(=O)N(CC(=O)NC2CCCC2)Cc2ccccc2)n1	8	-4	-3	9	-4	0	8	5	-5
21	O=C(CSc1cccc[n+]1[O-])Nc1ccc2c(c1)OCCO2	-5	-8	18	11	-4	-2	1	-11	-2
22	FC(F)(F)c1cccc(-c2nc3ccccc3n2C(c2ccccc2)c2nc3ccccc3[nH]2)c1 (stereo unspecified)	nt	nt	15	-2	5	-3	nt	-17	nt
23	CCOC(=O)c1c(C)[nH]c(C(=O)OCC(=O)N(C)CC(=O)Nc2ccccc2Cl)c1C	0	-6	-1	5	-3	1	2	7	-2
24	c1cc2ccc3ccc(-n4cnnn4)c4ccc(c1)c2c34	4	-6	4	5	0	-13	0	-7	-2

From no. 1 to 3, as listed above:
cpd	smiles	CHRM1 PAM	CHRM1 agonist	M5 antag	TAAR1 agonist	CHRM4 antagonist	CHRM5 agonist	M4 ag	M5 PAM	M1 antag
1	CCCNC(=O)C(Cc1ccccc1F)NC(=O)c1ccccn1 (stereo unspecified)	11	-4	-2	2	0	3	1	10	-5
2	Cc1ccccc1N(C(=O)CS(=O)CC(=O)Nc1ccc(F)cc1)C(C)C(=O)NC(C)(C)C (stereo unspecified)	-4	-8	12	4	4	0	3	1	6
3	FCCCOc1ccc(-c2nccc(-c3ccc(F)cc3)n2)cc1	1	-4	0	6	-6	-6	1	3	-11

3 compounds drawn at random from those above, as already listed:
cpd	smiles	CHRM1 PAM	CHRM1 agonist	M5 antag	TAAR1 agonist	CHRM4 antagonist	CHRM5 agonist	M4 ag	M5 PAM	M1 antag
15	COc1ccc(NC(=O)/C(=C\c2cccnc2)NC(=O)c2cccs2)cc1	3	-6	1	-1	2	-2	0	-1	-8
16	COCc1c(C(=O)N2CCN(Cc3nc4ccccc4s3)CC2)oc2ccccc12	12	-3	2	19	-16	0	6	-5	-16
20	Cc1csc(NC(=O)CCC(=O)N(CC(=O)NC2CCCC2)Cc2ccccc2)n1	8	-4	-3	9	-4	0	8	5	-5

The list continues.
cpd	smiles	CHRM1 PAM	CHRM1 agonist	M5 antag	TAAR1 agonist	CHRM4 antagonist	CHRM5 agonist	M4 ag	M5 PAM	M1 antag
25	CC(C)(C)NC(=O)CSc1nccn1Cc1ccccc1	13	0	0	0	5	1	0	1	-8
26	O=C(O)c1ccc(N/N=C/c2ccc(OC(=O)c3cccc(Cl)c3)cc2)cc1	-2	-3	-15	20	8	-1	1	6	-7
27	CC1CCN(C(=O)C2CCN(S(=O)(=O)c3cc(Cl)ccc3Cl)CC2)CC1	9	-3	12	0	1	0	1	-1	-14
28	O=C(NC(=S)N(Cc1ccccc1)c1ccccn1)C1CC1	9	-10	0	4	4	-2	1	2	-3
29	COc1ccc(C(C(=O)NCC2CCCO2)N(Cc2ccccc2)C(=O)c2snc(C(N)=O)c2N)cc1OC (stereo unspecified)	-5	-3	12	12	12	3	13	-4	9
30	Cc1ccc(NC(=O)CSc2ncccn2)cc1S(=O)(=O)N1CCOCC1	1	-1	5	7	-8	1	1	0	1
31	CCOC(=O)N1CCN(C(=O)CS(=O)(=O)c2cn(Cc3ccc(F)cc3)c3ccccc23)CC1	3	3	-2	3	-7	4	6	-4	-7
32	CCOc1ccccc1NC(=S)N1CCN(c2cccc(C)c2C)CC1	5	-6	-1	4	1	-7	-1	7	-11
33	CCOC(=O)C1CCN(C(=O)c2oc3ccc(S(=O)(=O)N4CC(C)CC(C)C4)cc3c2C)CC1 (stereo unspecified)	-6	-5	0	0	-2	-3	0	-9	12
34	O=C(Nc1cccc(Cl)c1)c1cccc(N2C(=O)C3CC=CCC3C2=O)c1 (stereo unspecified)	-6	4	17	22	18	5	18	-13	9
35	Cc1ccc2nc(-c3ccc(SCC(=O)O)nc3)[nH]c2c1	4	0	-1	1	-2	-3	0	5	1
36	O=C1NC(=S)SC1=Cc1ccccc1Cl	-2	0	6	2	-15	4	10	-17	0
37	O=C(NCCN1CCOCC1)C12CC3CC(C1)CC(c1ccccc1)(C3)C2	-3	-14	-10	4	2	-5	1	0	7
38	NCC12CC3CC(CC(O)(C3)C1)C2	3	-4	1	0	5	2	2	5	-6
39	CC(=O)c1ccc(N2C(=NC(=O)C(C)C)SC3CS(=O)(=O)CC32)cc1 (stereo unspecified)	5	-5	-2	0	-1	-1	1	3	-1
40	COc1ccccc1-c1coc2c(CN3CCC(C)CC3)c(O)ccc2c1=O	4	-1	0	6	-3	2	0	2	-4
41	Cc1cccc(C)c1Cn1c(C)c(C(=O)NCc2cccc(Cl)c2)sc1=O	16	2	-5	-1	-14	-1	0	-4	-17
42	COc1cccc(N=CNc2cccc(OC)c2)c1	1	-2	4	1	-5	4	1	-4	-6
43	Oc1ccc(/C=N/Nc2cc(N3CCOCC3)nc(N3CCOCC3)n2)cc1	16	5	2	3	7	5	3	1	-12
44	CCSc1nnc(SCC(=O)NC2CCCCC2)s1	5	-4	2	-1	0	3	1	1	-4
45	COc1ccc(C(=O)Nn2c(C)nc3ccccc3c2=O)cc1OC	17	-2	9	4	6	-2	3	3	-21
46	Cc1cc(NC(=O)CSCC(=O)OC(C)C(=O)N(C)Cc2ccccc2)no1 (stereo unspecified)	4	-3	-3	4	-8	0	2	5	-6
47	CC(C)c1cc(C(=O)NNC(=S)NCc2ccco2)c(O)c(C(C)C)c1	2	-1	15	7	3	2	6	-11	0
48	O=C(Cn1c(=O)c2c(ncn2Cc2ccccc2)n(Cc2ccccc2)c1=O)NC1CC1	3	-4	-4	3	5	-3	-1	9	-1
49	O/N=C(\c1ccc(Cl)cc1)c1ncc(C(F)(F)F)cc1Cl	1	-2	-5	10	2	-7	-1	0	0
50	CCOc1ccc(NC(=O)CN(C)C(=O)C2=COCCO2)cc1OCC	6	3	6	1	7	-1	0	0	-9
51	CCOc1ccc(NC2=C(Cl)C(=O)N(Cc3ccccc3)C2=O)cc1	-9	-6	0	0	19	-2	1	-9	14

Compound activity (PubChem)
